MC4R antag cAMP: human MC4R antagonism in cAMP assay | P32245 | MC4R-expressing cells, MTII-stimulated cAMP, LANCE TR-FRET | inhibition, % at 6.5 µM | actives 0.48% (n = 360,000);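 active = inhibition above its plate's cutoff, the mean of tested wells on that plate plus 3 SD, cut at about 29% in these data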;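 also: 0% = Melanotan II alone and 100% = Melanotan II plus saturating MCL0020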
Target sequence (P32245 whole entry, looked up): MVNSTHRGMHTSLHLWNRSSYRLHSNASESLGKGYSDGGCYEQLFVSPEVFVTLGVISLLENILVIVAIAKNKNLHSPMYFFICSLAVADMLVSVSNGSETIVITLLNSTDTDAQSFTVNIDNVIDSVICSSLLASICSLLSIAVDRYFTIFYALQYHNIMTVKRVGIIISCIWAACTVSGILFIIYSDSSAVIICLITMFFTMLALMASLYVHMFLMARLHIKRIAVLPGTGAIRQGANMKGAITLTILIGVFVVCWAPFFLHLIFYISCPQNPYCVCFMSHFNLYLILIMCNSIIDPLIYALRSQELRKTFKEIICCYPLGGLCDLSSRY
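Material: U2OS-MC4R stable cell line | Reagent: Melanotan II challenge after compound preincubation | Doses: One concentration, 6.5 µM nominal | Incubation: 30-min compound preincubation, 1-h Melanotan II challenge, 1-h detection, room temperature | Signal: TR-FRET cAMP assay | Replicates: One well per compound, no replicates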
hiPSC survival: enhancers of human iPSC single-cell survival. hiPSC single-cell survival, ATPlite luminescence; 100% = ROCK inhibitor wells, 0% = DMSO. AID 602274. survival enhancement, % at 20 µM. actives 0.044% (n = 360,000); in the data active = survival enhancement above about 18%;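 also: cells exposed to compounds for 16 hours before the ATP read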
m5-HT2A agonist: activates the mouse 5-HT2A serotonin receptor; P35363; CHO-K1 mHTR2A beta-arrestin complementation, luminescence; percent of 30 µM serotonin response; activation, % at 7.6 µM; actives 0.66% (n = 360,000); AID 624169;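 active = activation above a run cutoff, the mean activation of all tested compounds plus 3 SD, cut at about 14% in these data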;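 also: 0% = plate median of compound wells and 100% = 30 µM serotonin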
Target sequence (P35363 whole entry, looked up): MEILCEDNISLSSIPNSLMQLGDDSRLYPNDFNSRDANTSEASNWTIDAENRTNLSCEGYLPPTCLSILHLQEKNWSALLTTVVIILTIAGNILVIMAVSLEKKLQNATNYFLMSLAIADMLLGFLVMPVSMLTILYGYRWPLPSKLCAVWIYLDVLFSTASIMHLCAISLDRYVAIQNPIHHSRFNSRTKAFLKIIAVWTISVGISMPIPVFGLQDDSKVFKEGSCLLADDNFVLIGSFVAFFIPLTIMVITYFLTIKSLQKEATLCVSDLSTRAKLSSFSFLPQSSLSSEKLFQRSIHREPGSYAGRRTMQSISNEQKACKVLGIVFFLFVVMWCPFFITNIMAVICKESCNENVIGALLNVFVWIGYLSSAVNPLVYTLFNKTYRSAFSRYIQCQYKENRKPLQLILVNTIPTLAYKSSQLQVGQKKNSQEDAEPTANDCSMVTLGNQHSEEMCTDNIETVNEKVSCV
Cardio protect: myocardial damage modulation in H9c2 cells; actives 0.63% (n = 360,000); H9c2 cardiomyocytes, H2O2 injury protection, ATPLite, 2 h; protection from H2O2 cell death, % at 20 µM;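 active = compounds giving at least 50% protection of heart cells from peroxide-induced death in the single-dose screen, raw or plate-pattern-corrected value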;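 also: 0% = DMSO wells with peroxide and 100% = DMSO wells without peroxide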
Granule exo inh: blocks lytic granule exocytosis. AID 651702. inhibition, % at 10 µM. actives 0.66% (n = 360,000). TALL-104 LAMP-1 surface exposure, flow cytometry; cells stimulated with thapsigargin and PMA;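 active = inhibition above about 55%, limit read from the data; inconclusive = no clear call, values can overlap the other calls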
MC4R ag barr: agonists of human melanocortin 4 receptor (MC4R) beta-arrestin; U2OS MC4R beta-arrestin complementation, luminescence; percent of melanotan II response, DMSO zero; P32245; actives 0.98% (n = 360,000); AID 540308; activation, % at 8.9 µM;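 active = activation above a per-plate cutoff, the mean activation of sample wells on that plate plus 3 SD, cut at about 8% in these data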
ABCB6 inh MLPCN: inhibitors of human ABC transporter ABCB6. Q9NP58. K562-ABCB6 porphyrin accumulation, flow cytometry, 1 h; stronger effect = lower value. fluorescence ratio to DMSO, % at 10 µM. actives 0.19% (n = 360,000);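 active = fluorescence ratio to DMSO below 75%, the collection mean minus 3 SD; inconclusive = too few cells collected in the well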;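 also: signal is porphyrin accumulated inside mitochondria; 100% equals median channel fluorescence of DMSO control wells; lower ratio means ABCB6 inhibition with less porphyrin fluorescence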
N-glyco inh: blocks N-linked glycosylation in D54 reporter cells. actives 0.23% (n = 360,000). D54 ERlucT glycosylation luciferase reporter, 24 h; percent of 100 nM tunicamycin response. reporter increase, % at 12.5 µM;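 active = mean luciferase reporter signal, scaled so untreated is 0 and the glycosylation-blocking control 100, at or above a set limit in every replicate; inconclusive = mean reaches the limit but not every replicate does; inactive = mean below the limit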;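 also: luciferase carries N-glycosylation sites so blocking glycosylation raises the light; 0% = median of neutral control wells and 100% = median of 100 nM tunicamycin wells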
ABHD5 PLIN5 PPI: blocks binding of human ABHD5 to perilipin-5. Q00G26+Q8WTS1. Split G. princeps luciferase complementation, luminescence, 4 h. inhibition, % at 4 µM. actives 0.78% (n = 360,000). AID 602281;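 active = inhibition above the mean inhibition across every tested compound plus 3 SD, cut at about 22% in these data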;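 also: 0% = DMSO only wells and the 100% control is not disclosed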
aDG glyco up: increases alpha dystroglycan glycosylation | Pro5-aDG cells, alpha-DG glycosylation AlphaScreen (IIH6); 0% Pro5, 100% B10-LARGE cell signal | activation, % at 10 µM | actives 0.22% (n = 360,000) | AID 624168;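 active = activation of at least 8% versus controls, or a plate z-score of at least 8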;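 also: Pro5 are CHO cells carrying HIG-tagged alpha-DG that lacks glycosylation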
* marks the source's active call; other numbers are inactive results; ? = inconclusive; . = no result given.

SMILES	MC4R antag cAMP	hiPSC survival	m5-HT2A agonist	Cardio protect	Granule exo inh	MC4R ag barr	ABCB6 inh MLPCN	N-glyco inh	ABHD5 PLIN5 PPI	aDG glyco up
C=CCNC(=O)/C(=C/c1cn(-c2ccccc2)nc1-c1cccc([N+](=O)[O-])c1)NC(=O)c1ccccc1	4	-0.4	6	7	-1	0.4	104	-2	3	-0.2
CCOC(=O)N1CCN(c2c(NCc3ccc(F)cc3)c(=O)c2=O)CC1	-24	0.0	1	-3	48	-1.7	98	22	0	-0.1
CNC(=O)C(=O)NCC1OCCCN1S(=O)(=O)c1cccs1 (stereo unspecified)	4	0.5	4	1	-2	-3.1	96	0	-3	0.1
Cc1ccccc1OCC(=O)N/N=C/c1cn(Cc2ccccc2)c2ccccc12	-15	-2.1	-4	-13	-6	33*	99	-15	-2	0.8
COc1ccc(Cl)cc1C(=O)NC(=S)Nc1nc(C)cc(C)n1	-1	-0.5	8	-1	2	-0.1	99	4	4	-0.1
CCn1c(SCC(=O)Nc2ccc(OC)cc2)nc2nc3c(cc2c1=O)COC(C)(C)C3	9	-0.4	0	10	-6	-0.7	100	0	3	-0.1
CCOc1ccc(Cc2c(Cl)nc(N)nc2Cl)cc1	-3	3.4	-4	3	-4	1.3	103	-3	-9	0.2
CCc1cc2c(=O)n(Cc3ccco3)c(SCc3c(C)noc3C)nc2s1	7	-0.8	-1	4	18	-2.8	98	?	26*	0.0
CCCCN(C=O)c1c(CC)nc2c(OCc3ccc(Cl)cc3Cl)cccn12	-6	-0.3	-2	-7	-5	-2.8	100	0	9	1.2
O=C(O)C1CCCN1c1ncccc1[N+](=O)[O-] (stereo unspecified)	15	-0.8	2	-1	-6	0.9	97	1	-13	-0.2
Cc1[nH]nc2c1-c1nc3ccccc3nc1C(C)(C)C2	1	-1.6	-1	-4	3	-0.8	91	-5	1	0.0
CN1C=CC2=C(C#N)C(N)C(C#N)(C#N)C(c3ccccc3)C2C1 (stereo unspecified)	-3	-2.8	-2	12	-1	-2.3	102	.	-15	0.2
CCOc1ncccc1C(=O)N1CCN(C(=O)c2ccccc2)CC1	2	0.4	2	-1	1	0.7	104	0	15	-0.2
CCCN1CCN(S(=O)(=O)c2ccc3c(c2)CCC(=O)N3)CC1	1	-0.5	7	-1	3	-2.1	96	-1	7	-0.1
O=C(O)/C=C/C(=O)NCCNc1ncc(C(F)(F)F)cc1Cl	-4	-0.2	1	-5	-1	-0.8	99	2	7	0.0
COc1ccc(-n2nnnc2SCC(=O)N2CCN(C(=O)c3ccco3)CC2)cc1OC	-3	1.5	-1	-6	-3	-0.2	94	2	-2	0.0
CCOc1ccc(CO/N=C/c2c(C)[nH]c(=O)[nH]c2=O)cc1	9	-1.2	2	-7	4	-4.6	98	0	-1	0.0
COc1cc(-c2nnc(CSc3nnc(Nc4ccc(C(C)C)cc4)s3)o2)cc(OC)c1OC	12	-0.8	2	3	-2	-1.4	74*	-9	-5	0.3
CCc1ccc(N2C(=O)C(Cl)=C(N3CCOCC3)C2=O)cc1	-1	-1.3	4	-2	-2	-0.8	94	1	12	0.1
C=CCn1c(SCC(=O)NC(N)=O)nnc1-c1cc2c(s1)CCC(CC)C2 (stereo unspecified)	5	-1.4	-1	-9	0	1.3	101	-1	-1	0.2
COC(=O)Cc1ccc(OCC(=O)Nc2ccc(OC(F)(F)F)cc2)cc1	8	-0.2	-4	-10	1	1.7	99	2	0	-0.1
COc1cc(Cn2ccnc2)c(OC)cc1Cn1ccnc1	1	-3.5	4	20	5	-0.5	99	-1	5	-0.2
Cc1ccc(C)n1-c1sc2c(c1C#N)CCCC2	3	0.6	7	-5	-2	0.4	94	1	-4	-0.2
CCNC(=S)N1CCCC(C(N)=O)C1 (stereo unspecified)	-3	0.3	3	-9	5	-1.0	98	-1	4	-0.2
Cc1ccc(S(=O)(=O)CCc2nnc(NC(=O)COc3cccc(C)c3)s2)cc1	3	-0.2	0	-7	0	2.1	97	1	-4	-0.4

Seven compounds from above, arranged by number of heavy atoms, ascending.
SMILES	MC4R antag cAMP	hiPSC survival	m5-HT2A agonist	Cardio protect	Granule exo inh	MC4R ag barr	ABCB6 inh MLPCN	N-glyco inh	ABHD5 PLIN5 PPI	aDG glyco up
CCOc1ccc(Cc2c(Cl)nc(N)nc2Cl)cc1	-3	3.4	-4	3	-4	1.3	103	-3	-9	0.2
Cc1[nH]nc2c1-c1nc3ccccc3nc1C(C)(C)C2	1	-1.6	-1	-4	3	-0.8	91	-5	1	0.0
CCc1ccc(N2C(=O)C(Cl)=C(N3CCOCC3)C2=O)cc1	-1	-1.3	4	-2	-2	-0.8	94	1	12	0.1
CCCN1CCN(S(=O)(=O)c2ccc3c(c2)CCC(=O)N3)CC1	1	-0.5	7	-1	3	-2.1	96	-1	7	-0.1
CN1C=CC2=C(C#N)C(N)C(C#N)(C#N)C(c3ccccc3)C2C1 (stereo unspecified)	-3	-2.8	-2	12	-1	-2.3	102	.	-15	0.2
CCOc1ncccc1C(=O)N1CCN(C(=O)c2ccccc2)CC1	2	0.4	2	-1	1	0.7	104	0	15	-0.2
C=CCn1c(SCC(=O)NC(N)=O)nnc1-c1cc2c(s1)CCC(CC)C2 (stereo unspecified)	5	-1.4	-1	-9	0	1.3	101	-1	-1	0.2

(list continues)
SMILES	MC4R antag cAMP	hiPSC survival	m5-HT2A agonist	Cardio protect	Granule exo inh	MC4R ag barr	ABCB6 inh MLPCN	N-glyco inh	ABHD5 PLIN5 PPI	aDG glyco up
O=C(NCc1cccnc1)c1cccs1	0	0.4	0	5	0	-1.1	93	1	-6	0.3
COc1ccc(NC(=O)C(c2ccc(C)cc2)N(C)C(=O)Cc2cccs2)cc1 (stereo unspecified)	18	1.4	6	3	4	1.9	100	-2	4	0.7
COc1ccc(CCNC(=O)CCC(=O)N2CC(C)Oc3ccccc32)cc1OC (stereo unspecified)	0	-1.6	5	24	-3	1.5	98	1	-2	-0.2
CCc1nc(Nc2ccccc2O)c2oc3ccccc3c2n1	6	-0.6	11	-2	-4	1.5	100	0	-3	0.0
OCCC1CN(Cc2ccccc2-c2ccco2)CCN1Cc1ccccc1 (stereo unspecified)	8	-0.7	-2	-5	4	0.6	92	0	4	0.0
O=C(Nc1ccc2oc(=O)ccc2c1)c1cccnc1	1	-0.2	0	1	-4	-2.1	100	0	-1	0.0
CCCCN(C(C)=O)c1c(CC)nc2ccc(C(=O)NCc3cccs3)cn12	13	2.3	-4	-10	2	-0.7	98	-1	-5	0.4
O=C(CN1CCOCC1)Nc1ncc(Cc2ccccc2Cl)s1	5	0.0	-1	-2	-5	-1.6	100	0	0	-0.1
COc1cccc(/C=N/n2c(-c3cccs3)n[nH]c2=S)c1	1	-1.0	3	-6	-1	-0.4	88	-1	-1	-0.1
Cc1ccn(CCSCC(=O)O)n1	-1	0.8	-2	2	-4	-1.5	98	2	1	-0.2
C=CCSc1nc2c(c(=O)[nH]c(=O)n2C)n1C/C=C(/C)Cl	-3	3.6	1	-8	1	-0.7	96	1	-4	0.2
COC(=O)Cc1ccc(NC(=S)NC(C)(C)C)cc1	6	0.0	2	-13	1	-0.8	124	2	-6	0.7
CCOc1cccc(C2C(C(=O)c3ccc(C)o3)=C(O)C(=O)N2Cc2ccncc2)c1 (stereo unspecified)	-2	1.5	0	7	3	-1.7	264	0	-5	0.0
Cc1ccc(C(=O)Nc2ccc(C(=O)N3CCCCC3)cc2)cc1	8	1.2	2	7	0	-1.1	97	2	0	0.2
Cc1cn(CC(=O)NCCCc2ccccc2)c(=O)[nH]c1=O	-1	5.5	-3	16	-4	-0.5	99	-1	-4	0.2
CCCCC(=O)Nc1cccc(NC(=O)c2ccc(Br)cc2)c1	4	-0.4	-1	-8	-2	-0.1	91	0	8	0.1
Cc1ccc(CNC(=O)C(OC(=O)c2ccco2)C(C)C)cc1 (stereo unspecified)	-5	0.8	2	4	-2	-3.1	101	-4	-1	0.1
COCCn1c(C(=O)N(C)C)cc2c1C[C@H]1CN(C(=O)c3ccccc3)[C@@](Cc3ccc(F)cc3)(C(=O)OC)[C@@H]21	.	-0.7	8	.	-2	.	127	.	5	-0.1
COC(=O)c1cc(OC)c(OC)cc1NC(=O)c1ccc(C)cc1	0	4.2	4	2	-4	4.0	99	1	-4	-0.1
O=C(CN(C(=O)CNS(=O)(=O)c1ccccc1)c1ccc(F)cc1)NCc1ccco1	-4	1.4	-4	0	0	-0.5	98	1	-15	-0.2
CCCNS(=O)(=O)c1ccc(OCC(=O)Nc2ccc3c(c2)OCCO3)c(C)c1	7	0.2	-7	-2	5	-0.8	101	-1	4	-0.1
O=C(COc1ccccc1Cl)N1CCN(c2ccccn2)CC1	3	-0.4	2	2	13	-4.2	102	1	-8	-0.2
COc1ccc(-c2cccc(NS(=O)(=O)c3cc([N+](=O)[O-])c(C)c([N+](=O)[O-])c3)c2)nn1	1	-0.3	2	-3	1	-3.3	98	0	1	0.4
C#CC[N+]1(CC#Cc2ccccc2)CCCC1	2	3.0	-4	-6	-2	-0.9	101	1	-2	0.0
CC(C)(C)OC(=O)NCCCC(CCCNC(=O)OC(C)(C)C)C(=O)O	7	-0.4	-1	-11	0	3.3	105	0	-5	-0.1
C=CCn1c(SCC(=O)N(CCC)C2CCS(=O)(=O)C2)nnc1-c1ccccc1OC (stereo unspecified)	4	0.7	-4	-1	3	-1.5	97	1	2	0.3

Some entries already given with just ABCB6 inh MLPCN:
compound | ABCB6 inh MLPCN
Cc1ccn(CCSCC(=O)O)n1 | 98
C=CCSc1nc2c(c(=O)[nH]c(=O)n2C)n1C/C=C(/C)Cl | 96

Assay outcomes deposited in PubChem by several laboratories.
